EPAC1 ag = qHTS for Agonist of cAMP-regulated guanine nucleotide exchange factor 3 (EPAC1): primary screen. Rap guanine nucleotide exchange factor 3 (Homo sapiens), O95398. 0.073% of 360,000 active. Potency, µM (doses to about 154 µM), for the others: top-dose activation, usual class: activators. EPAC1 agonist qHTS, biochemical assay; response scale: 100% = response to 6.5 mM cAMP; also: potency is read from the fitted curve at half-maximal effect; nearly all actives have a fitted effect of over 60% in size
Target sequence (O95398 whole entry, looked up): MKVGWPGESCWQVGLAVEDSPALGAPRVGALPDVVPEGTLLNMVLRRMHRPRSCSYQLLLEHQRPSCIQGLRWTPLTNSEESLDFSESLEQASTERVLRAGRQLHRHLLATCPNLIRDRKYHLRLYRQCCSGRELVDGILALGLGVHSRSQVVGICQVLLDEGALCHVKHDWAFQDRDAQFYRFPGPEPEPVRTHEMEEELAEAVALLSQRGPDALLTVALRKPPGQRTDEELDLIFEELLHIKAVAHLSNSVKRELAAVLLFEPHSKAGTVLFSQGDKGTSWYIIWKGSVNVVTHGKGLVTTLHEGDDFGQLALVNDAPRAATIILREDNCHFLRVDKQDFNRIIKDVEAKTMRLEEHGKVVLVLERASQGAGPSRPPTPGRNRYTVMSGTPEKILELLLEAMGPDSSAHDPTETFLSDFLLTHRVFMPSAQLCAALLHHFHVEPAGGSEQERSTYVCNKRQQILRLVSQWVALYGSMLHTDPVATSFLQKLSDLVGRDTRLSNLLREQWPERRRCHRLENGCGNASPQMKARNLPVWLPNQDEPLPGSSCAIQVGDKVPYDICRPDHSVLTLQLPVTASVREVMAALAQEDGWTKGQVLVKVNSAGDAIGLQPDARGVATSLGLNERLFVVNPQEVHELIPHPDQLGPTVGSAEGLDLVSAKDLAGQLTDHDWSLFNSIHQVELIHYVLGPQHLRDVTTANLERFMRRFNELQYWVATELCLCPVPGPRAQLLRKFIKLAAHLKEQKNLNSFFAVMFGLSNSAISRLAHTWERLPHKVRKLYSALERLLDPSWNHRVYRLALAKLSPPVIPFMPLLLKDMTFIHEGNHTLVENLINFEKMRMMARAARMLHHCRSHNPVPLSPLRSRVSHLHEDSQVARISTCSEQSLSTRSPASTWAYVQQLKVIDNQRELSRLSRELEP
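Fluorescent GDP-exchange assay: 100 nM EPAC1 with 250 nM Rap1B preloaded with BODIPY-GDP and 50 uM GDP; compounds tested as concentration series, 5 min at room temperature, then read every 5 min for 30 min (ex 480/em 540 nm); normalized to 6.5 mM cAMP.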
IL-2 act = qHTS of IL-2 Activators; IL-2 activation reporter assay, cell-based qHTS; stimulated with anti-CD3/CD4/CD28 beads; in transgenic mouse T cells; activation, % (series mostly up to about 46 µM); 0.065% of 360,000 active; AID 652025, 2013; in the data active = activation above about 50%; inconclusive = mostly about 30% to 49%; also: 0% is about no effect
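EGFP and DsRed fluorescence is measured by plate cytometry in unstimulated transgenic mouse T cells exposed to compound for 60 minutes, then stimulated 18 hours at 37 degrees C with anti-CD3/anti-CD4 beads plus anti-CD28.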
EPAC1 antagonist = qHTS for Antagonist of cAMP-regulated guanine nucleotide exchange factor 3 (EPAC1): primary screen. 0.14% of 360,000 active. EPAC1 GEF assay, Rap1b-BODIPY-GDP exchange fluorescence. AID 720709, 2013. Rap guanine nucleotide exchange factor 3 (Homo sapiens), O95398. Potency, µM (highest dose often 115 µM), for the others: top-dose activity change, negative = inhibition, most hits filed as inhibitors;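 also: potency is read from the fitted curve at half-maximal effect; plate controls were vehicle for no effect and positive control for full effect; nearly all actives have a fitted effect of over 50% in size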
EPAC2 ag = qHTS for Agonist of cAMP-regulated guanine nucleotide exchange factor 4 (EPAC2): primary screen; EPAC2 activation, biochemical qHTS; response scale: 100% = 6.5 mM cAMP response; Potency, µM (highest dose often 154 µM), inactives show at the top dose activation, hits mostly activators; 0.079% of 360,000 active; AID 720711, 2013; also: potency is read from the fitted curve at half-maximal effect; nearly all actives have a fitted effect of over 50% in size
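Compounds were added across a concentration range to EPAC2 (100 nM), RAP1B-BODIPY-GDP (250 nM) and GDP (50 uM). After 5 min at room temperature, fluorescence was recorded at 5-min intervals for 30 min.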
PI5P4Ka inh = qHTS for Inhibitors of phosphatidylinositol 5-phosphate 4-kinase (PI5P4K); PI5P4Kalpha enzyme, ADP-Glo luminescence, 60 min; stronger effect = lower value; Phosphatidylinositol 5-phosphate 4-kinase type-2 alpha (Homo sapiens), P48426; max response, %; 1.2% of 330,000 active; active = max response of -50% or lower; inconclusive = between -30% and -50%; inactive = -30% or higher; also: value at the top dose of about 77 µM; % is scaled to controls: 0 for no effect and ±100 for the full control effect
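qHTS, 1536-well: enzyme/substrate mix, compound by pin tool, 5 microM ATP final; RT 60 min; ADP-Glo reagents 1 (45 min) then 2 (30 min); luminescence.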
CCT modulator = High-Throughput Screening for Modulators of Cytosolic Chaperonin Activity; activity change, % (no concentration beside the values), hits read low; 0.3% of 360,000 active; purified chaperonin ATPase assay, HTRF ADP detection, 30 min; in the data active = activity change below about -30%; also: % is scaled to controls: 0 for no effect and ±100 for the full control effect
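First, chaperonin was dispensed at 40 nM or 20 nM final depending on batch activity. Next, compounds were pinned at 76 uM and ATP added at 10 uM. After 30 min at 37 °C, ADP detection reagents ran 30 min at ambient temperature.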
WRN helicase inh = qHTS for Inhibitors of WRN Helicase; WRN helicase unwinding, fluorescent forked duplex, kinetic; Potency, µM (top dose mostly 114 µM), for the others: top-dose activity change, negative = inhibition, hits mostly inhibitors; 0.46% of 360,000 active; also: potency is read from the fitted curve at half-maximal effect; % is scaled to controls: 0 for no effect and ±100 for the full control effect; nearly all actives have a fitted effect of over 55% in size
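Kinetic fluorescence helicase assay: unwinding of a quenched forked DNA duplex (100 nM final) with 2 mM ATP final raises red fluorescence (525/598 nm). Compounds sat 15 min at room temperature with 20 nM WRN beforehand.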
PLK1 PBD inh = qHTS for Inhibitors of PLK1-PDB (polo-like kinase 1 - polo-box domain): Primary Screen; Plk1 PBD binding of FITC phosphopeptide, fluorescence polarization; Serine/threonine-protein kinase PLK1 (Homo sapiens), P53350; 2.8% of 360,000 active; Potency, µM, for inactives: max response, negative = inhibition, usual class: inhibitors; also: potency is read from the fitted curve at half-maximal effect; series mostly up to about 57 µM; % is scaled to controls: 0 for no effect and ±100 for the full control effect; nearly all actives have a fitted effect of over 65% in size
* hit, by the source's call; ? = inconclusive; . = not tested or not shown; [ ] = dose if it differs, or a comment. Unless noted, calls follow the shape of the dose curve; as a rule, active = well fitted curve in the direction sought with a large enough effect; inconclusive = small, poorly fitted or top-dose-only effect, or another doubt; inactive = no such curve, though single readings can be large; an effect the other way counts as inactive or inconclusive. Only part of the results is shown; count on the stated rates, not on these rows.

SMILES	EPAC1 ag	IL-2 act	EPAC1 antagonist	EPAC2 ag	PI5P4Ka inh	CCT modulator	WRN helicase inh	PLK1 PBD inh
Cc1cc(C(=O)COc2ccc(F)cc2Br)c(C)n1C	-7%	-2.1	-22%	2%	-3	1.3	-1%[57.1 µM]	6%
O=C(Nc1ccccc1N1CCCC1)c1cccc(-c2cc3ccccc3oc2=O)c1	8%	-2.8	-6%	17%	-14	0.1	0%	-17%
N#C/C=C/N1CCC(Cc2ccccc2)CC1	1%	2.6	-2%	6%	6	0.8	-6%	-4%
O=C(CN(C(=O)Cn1nnc(-c2cccs2)n1)c1ccc2c(c1)OCCO2)NCc1ccccc1	10%	-1.5	8%	-5%	4	0.4	-2%	0%
CCCCn1c(N)c(N(CCOC)C(=O)c2ccc3c(c2)OCCO3)c(=O)[nH]c1=O	-1%	-1.8	8%	3%	8	-0.3	-2%	-3%
COC(=O)[C@@]1(Cc2ccccc2)C=C[C@@H](C)N1C(C)=O	-5%	0.8	-4%	9%	-3	-1.1	1%	-13%
Cc1csc(NC(=O)Cc2c(F)cccc2Cl)n1	7%	-2.7	-17%	4%	-1	-1.9	-2%[57.1 µM]	0%
COc1ccc(CNC(=O)C(C)OC(=O)Cn2cnc3c2c(=O)n(C)c(=O)n3C)cc1 (centres undefined)	-2%	-1.2	5%	5%	7	2.6	2%	0%
COc1ccc(C(=O)N2c3ccccc3CC2C)cc1OC (centres undefined)	3%	-0.3	8%	-2%	3	-1.0	-1%	27µM*
COc1ccc(OC)c(S(=O)(=O)N2CCCC(C(=O)N3CCCC3)C2)c1 (centres undefined)	7%	0.1	2%	5%	6	-0.8	-3%	-1%
Cc1nc(C(F)(F)F)ccc1C(=O)N1CCC1(C)C(=O)NS(C)(=O)=O (centres undefined)	-4%	-0.1	17%	6%	1	0.9	4%	-2%
NS(=O)(=O)c1ccc2nc(NC(=O)c3ccncc3)sc2c1	11%	0.1	2%	13%	-20	1.0	-4%	-14%
CC(=O)c1ccc(C(=O)N(C)C2CCCN(Cc3ccccc3F)C2)s1 (centres undefined)	-11%	-0.1	-13%	5%	-2	0.2	9%	-8%
CCc1c(O)nc(SCC(=O)NC(C)(C)C)n(-c2ccccc2)c1=O	3%	1.9	-4%	-3%	3	-0.8	-3%	-6%
O=C(CSc1nnnn1C1CCCC1)Nc1cccc(NC(=O)c2ccco2)c1	7%	-0.6	-2%	16%	.	2.0	-3%	-4%
COc1ccc(S(=O)(=O)N2CC(=O)Nc3ccccc32)cc1Cl	-8%	-0.7	-16%	4%	-1	2.0	-1%	6%
CC1=C(C(=O)OCC(C)C)C(c2ccc(F)cc2)NC(=O)N1 (centres undefined)	1%	0.7	-20%	-9%	.	-2.4	1%	-10%
Cc1ccc(NNC(=O)C(=O)N2CCCCC2)cc1	0%	0.0	3%	-1%	0	-0.9	-4%	-3%
CC1=C(C(=O)OCc2ccc3c(c2)OCO3)C(c2ccc(O)c([N+](=O)[O-])c2)NC(=O)N1 (centres undefined)	6%	-1.7	-9%	0%	6	-1.9	-11%[57.1 µM]	-7%
O=S1(=O)[C@H]2C[C@@H]3CC[C@]2(CN1Cc1cccc(F)c1)O3	-12%	0.1	5%	14%	3	0.1	2%	-13%
Cc1ccc(-n2ncc3c(=O)n(CC(=O)N4CCCCCC4)cnc32)cc1	-2%	-0.6	-3%	0%[15.6 µM]	3	0.2	-3%	0%
Cc1cc(C(=O)N2CCC(CO)(Cc3cccc(C(F)(F)F)c3)CC2)n[nH]1	-7%	-1.2	0%	-7%	2	1.0	-2%	-11%
O=C(Oc1ccccc1N1C(=O)C2CCCCC2C1=O)c1ccc(Cl)cc1 (centres undefined)	8%	-2.9	-9%	11%	3	0.1	-4%	0%
c1cncc(CNc2ncnc3ccc(-c4ccc5c(c4)OCO5)cc23)c1	-23%	0.9	-17%	12%	.	.	.	.
COc1ccc(C(CNC(=O)c2cccc(NS(=O)(=O)c3ccc(C)c(F)c3)c2)N2CCCC2)cc1 (centres undefined)	-6%	2.3	1%	-1%	2	1.1	-9%	7%

Reformatted: 3 of the compounds above.
O=C(Oc1ccccc1N1C(=O)C2CCCCC2C1=O)c1ccc(Cl)cc1 (centres undefined)
  EPAC1 ag = 8%	IL-2 act = -2.9	EPAC1 antagonist = -9%	EPAC2 ag = 11%	PI5P4Ka inh = 3	CCT modulator = 0.1	WRN helicase inh = -4%	PLK1 PBD inh = 0%

c1cncc(CNc2ncnc3ccc(-c4ccc5c(c4)OCO5)cc23)c1
  EPAC1 ag = -23%	IL-2 act = 0.9	EPAC1 antagonist = -17%	EPAC2 ag = 12%	PI5P4Ka inh = .	CCT modulator = .	WRN helicase inh = .	PLK1 PBD inh = .

COc1ccc(C(CNC(=O)c2cccc(NS(=O)(=O)c3ccc(C)c(F)c3)c2)N2CCCC2)cc1 (centres undefined)
  EPAC1 ag = -6%	IL-2 act = 2.3	EPAC1 antagonist = 1%	EPAC2 ag = -1%	PI5P4Ka inh = 2	CCT modulator = 1.1	WRN helicase inh = -9%	PLK1 PBD inh = 7%

Remaining list, next part:
SMILES	EPAC1 ag	IL-2 act	EPAC1 antagonist	EPAC2 ag	PI5P4Ka inh	CCT modulator	WRN helicase inh	PLK1 PBD inh
COc1cc(C(=O)OCCCN=C2NS(=O)(=O)c3ccccc32)cc(OC)c1OC	12%	-0.5	-16%	5%	2	-1.5	0%	-11%
O=C(Nc1ccc(OCC(F)(F)C(F)F)c(C(F)(F)F)c1)c1ccccc1	9%	-0.4	?	3%	6	-2.0	-10%	-24%
COc1ccc(C(=O)Nc2ccccc2C)cc1S(=O)(=O)N1CCOCC1	-5%	0.3	-12%	5%	-7	0.8	8%	0%
O=C(NCCC1=CCCCC1)C(=O)NCc1ccncc1	-1%	-2.5	-12%	0%	-3	1.6	-2%	2%
O=C(CC12CC3CC(CC(C3)C1)C2)NCC(=O)N1CCCC1	-7%	-2.5	-1%	6%	7	1.5	-14%	0%
COc1ccc(NC(=S)N2CCCN(Cc3cc(C)ccc3C)C2)cc1	9%	-0.5	-26%	11%	1	-0.6	2%	-16%
Cc1ccccc1CSCCNC(=O)COc1ccc(Cl)cc1	0%	1.6	-28%	16%	7	-3.2	-5%	-3%
O=C(O)C1CCCCC1C(=O)Nc1ccccc1C(=O)N1CCN(c2ccc(F)cc2)CC1 (centres undefined)	-2%	0.1	6%	9%	7	-1.3	-26%	-8%
CSC1=N/C(=C\c2ccc(Cl)cc2)C(=O)N1N(C)C	1%	-3.7	4%	-2%	29	1.3	5%	0%
CCOC(=O)c1c(N/C=C(\C#N)c2nc(-c3ccc(OC(C)=O)cc3)cs2)sc2c1CCC2	12%	0.5	8%	19%	-5	0.0	4%	-7%
COc1ccc(N2CCN(Cc3nc4c(c(=O)n(C)c(=O)n4C)n3CCc3ccccc3)CC2)cc1	4%	-1.6	17%	14%	0	-3.1	5%	-14%
Cn1c(COc2ccc(Cl)cc2)nnc1SCC(=O)NC1CC1	15%	7.0	8%	7%	-1	-0.4	3%	-5%
COc1ccc2c(c1)[nH]c1c(=O)n(CCN3CCOCC3)cnc12	-2%	-1.4	-6%	-9%	1	-2.3	-3%	-1%
CCNc1ccc(S(N)(=O)=O)cc1[N+](=O)[O-]	-2%	0.9	7%	-3%	-1	-3.6	-31%[57.1 µM]	11%
COc1cc2[nH]c(=O)n(CCC(=O)N3CCN(Cc4ccccc4)CC3)c(=O)c2cc1OC	5%	0.2	8%	3%	4	-0.3	-1%	-4%
C/C(=N\O)c1ccc2[nH]ccc2c1	6%	-0.4	-16%	7%	1	2.8	-2%	-3%
CCc1nnc(NC(=O)CSc2nnc(COc3ccc(C)cc3)n2-c2ccccc2)s1	6%	-1.9	-2%	-9%	2	-0.1	4%	2%
COc1ccc(/C=C/C2=NC(=C\N(C)C)/C(=O)O2)cc1	0%	0.3	-24%	-4%	3	-0.1	-14%	-7%
COC(=O)c1ccc(COC(=O)c2ccc(CO)cc2)o1	7%	-1.1	0%	6%	-2	2.2	-5%	-7%
C(=N\n1cnnc1)/c1ccc(OCc2ccccc2)cc1	0%	2.3	4%	-4%	.	-2.5	0%	-2%
CCC(NC(=O)OCc1ccccc1)C(=O)Oc1ccc2ccc(=O)oc2c1 (centres undefined)	2%	0.7	-22%	-5%	-10	1.1	3%	30µM*
Cc1ccc(NC(=O)C2CCN(C(=O)c3cccs3)CC2)c(C)c1	-16%	0.2	-10%	3%	5	3.0	-5%	3%
Cc1cccc(C)c1NC(=O)C1C(c2ccc3c(c2)OCO3)=Nc2ccccc2N1C(=O)c1ccccc1 (centres undefined)	9%	-0.1	4%	20%	2	.	-3%	0%
CN(Cc1ccccc1)S(=O)(=O)c1ccc(Cl)c(C(=O)NCCc2ccccn2)c1	0%	-0.4	0%	6%	-3	1.3	7%	-9%
Oc1ccccc1-c1nnc(COc2ccccc2)o1	1%	1.9	-27%	2%	0	-1.2	-1%	-10%

Continued.
SMILES	EPAC1 ag	IL-2 act	EPAC1 antagonist	EPAC2 ag	PI5P4Ka inh	CCT modulator	WRN helicase inh	PLK1 PBD inh
CC(C)(C)OC(=O)[C@H](NC(=O)OCc1ccccc1)c1ccccc1	-19%	-3.0	-6%	3%	2	-0.7	-34%	-6%
CCc1ccc2[nH]cc(S(=O)(=O)c3ccc(C)c(C)c3)c(=O)c2c1	-9%	0.7	7%	-1%	-5	-0.3	-2%	2%
CS(=O)(=O)Nc1ccccc1C(=O)NCC1(N2CCCCC2)CCCCC1	-1%	0.6	-10%	4%	-7	0.2	4%	-6%
COc1ccc(C(=O)NNC2=NC(C)(C)Cc3ccccc32)cc1	8%	-0.4	2%	-9%	7	0.6	7%	-11%
CCOC(=O)N1CCc2c(sc(NC(=O)CN(CC)CC)c2C#N)C1	-1%	-2.6	17%	7%	0	0.3	7%	6%
CC(C)OCCCN1CN(S(=O)(=O)c2cccc(Cl)c2)c2nc3ccccc3nc21	22%	0.6	-17%	2%	15	-6.9	-6%	0%
Cc1ccc(S(=O)(=O)Nc2cccc(C(=O)NCCCN3CCOCC3)c2)cc1F	-7%	-0.1	-5%	2%	2	-4.8	0%	0%
Fc1ccc(NCc2n[nH]c(=S)n2Cc2ccccc2)cc1	4%	-0.9	-26%	3%	-17	0.0	-1%	-28%
